# BAP1 block: blocks human BAP1 ubiquitin-AMC hydrolysis. Q92560. recombinant BAP1, Ub-AMC hydrolysis fluorescence kinetic; stronger effect = lower value. activity remaining (% of control), % at 20 µM. 72,000 compounds, 0.48% hits. AID 436;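 active means activity remaining at or below 50% of control, provided the compound also passes the data quality filters; inactive means the rest, including low values that fail the filters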;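 further: 100% = DMSO wells rate and 0% = substrate alone blank rate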
# Target sequence (Q92560 whole entry, looked up): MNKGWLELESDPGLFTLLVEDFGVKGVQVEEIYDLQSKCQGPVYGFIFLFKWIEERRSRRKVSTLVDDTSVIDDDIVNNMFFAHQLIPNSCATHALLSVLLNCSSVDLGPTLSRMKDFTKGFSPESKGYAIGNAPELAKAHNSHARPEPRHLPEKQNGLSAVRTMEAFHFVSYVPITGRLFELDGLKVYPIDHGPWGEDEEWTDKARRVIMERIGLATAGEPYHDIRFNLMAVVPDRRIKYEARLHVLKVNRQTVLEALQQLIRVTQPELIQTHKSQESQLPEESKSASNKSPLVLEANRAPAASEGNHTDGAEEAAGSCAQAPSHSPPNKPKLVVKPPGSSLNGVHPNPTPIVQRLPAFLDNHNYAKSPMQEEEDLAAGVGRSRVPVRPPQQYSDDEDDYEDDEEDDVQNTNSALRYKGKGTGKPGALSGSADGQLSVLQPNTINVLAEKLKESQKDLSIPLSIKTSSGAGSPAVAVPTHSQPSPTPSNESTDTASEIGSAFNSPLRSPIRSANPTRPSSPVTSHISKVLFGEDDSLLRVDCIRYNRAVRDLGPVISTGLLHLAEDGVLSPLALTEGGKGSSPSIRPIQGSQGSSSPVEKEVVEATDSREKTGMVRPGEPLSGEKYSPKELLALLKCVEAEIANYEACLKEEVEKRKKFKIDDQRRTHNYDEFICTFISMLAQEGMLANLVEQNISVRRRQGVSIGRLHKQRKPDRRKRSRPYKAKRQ
# HePTP inhibitor: blocks human HePTP tyrosine phosphatase. recombinant HePTP phosphatase activity, OD absorbance. 110,000 compounds, 0.64% hits. P35236. inhibition, % at 20 µM; in the data active means inhibition above about 50%;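 further: plate controls were vehicle for no effect and reference inhibitor for full effect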
# Target sequence (P35236 whole entry, looked up): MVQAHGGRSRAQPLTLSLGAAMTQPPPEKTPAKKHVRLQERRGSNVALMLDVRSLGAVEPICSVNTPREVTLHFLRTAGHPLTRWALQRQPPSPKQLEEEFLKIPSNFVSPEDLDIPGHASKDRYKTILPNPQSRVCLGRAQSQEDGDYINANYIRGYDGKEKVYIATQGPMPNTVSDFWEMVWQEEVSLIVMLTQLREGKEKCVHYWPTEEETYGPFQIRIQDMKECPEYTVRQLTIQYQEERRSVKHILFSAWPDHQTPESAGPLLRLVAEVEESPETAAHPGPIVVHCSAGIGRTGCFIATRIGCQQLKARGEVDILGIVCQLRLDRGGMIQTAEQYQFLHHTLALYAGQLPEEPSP
# Active calls of the source: *; i = inactive; · = not tested or not shown. This is a random part of the collection (roughly 0.91% active in at least one column).
SMILES,BAP1 block,HePTP inhibitor
CCOc1cc([N+](=O)[O-])cc(C=Nc2ccc3ncccc3c2)c1O,86.1,·
COc1ccc(C(=O)NCc2nnc(SC)n2C2CCCCC2)cc1,97.0,12.1
COC(=O)c1c(NC(=O)COc2ccc(Cl)cc2C)sc2c1C(C(=O)OC)CC2 (configuration not stated),72.6,·
CC1=C(C(=O)OCC(C)C)C(c2cc([N+](=O)[O-])ccc2Cl)C2=C(CCCC2=O)N1 (configuration not stated),·,-5.9
Nc1ccc(-c2nc3cc(N)ccc3s2)cc1,·,15.2
CC(C)CCn1c(=O)c2ccccc2n2c(COC(=O)c3ccc(S(=O)(=O)N(C)C)cc3)nnc12,98.2,4.6
CNC(=O)/C(C#N)=C/c1ccc([N+](=O)[O-])o1,·,-17.0
COc1ccc(-c2cc3nc4n(c(=O)c3s2)CCC4)cc1,i,12.1
O=C(O)CCCN1C(=O)/C(=C\c2cccc(O)c2)SC1=S,·,-18.9
CC1(C)Cc2noc(N)c2C(C)(C)N1O,97.0,6.9
O=C1C2C3c4ccccc4C(c4ccccc43)C2C(=O)N1c1ccc(Br)cn1 (configuration not stated),·,-3.9
O=C(CCC(=O)c1cccs1)Nc1nnc(C2CC2)s1,110.3,7.7
Clc1ccc(-c2nnc(NC3=NCCCCC3)o2)cc1,100.0,-0.1
COc1ccc(Cl)cc1/C=C1\C(=O)NC(=O)N(c2ccc(Cl)cc2)C1=O,·,-12.9
O=C(CCS(=O)(=O)c1cccs1)NC1CCCCCC1,·,2.9
O=C(N/N=C/c1cc(Br)cc(I)c1O)C(O)c1ccccc1 (configuration not stated),·,-8.3
CCc1ccc(C(=O)/C=C/c2ccc(-c3cccc([N+](=O)[O-])c3)o2)cc1,·,-2.0
CCCCC(O)(CCCC)c1ccccc1O,·,-7.6
COc1ccc(/C=C2\C(=O)N(c3cccc(C(=O)O)c3)N=C2C)cc1,·,4.0
COc1ccc(CC(=O)NCCCN(C)C)cc1,·,-6.8
CC(C(=O)NCc1ccc2c(c1)OCO2)N(c1ccccc1)S(C)(=O)=O (configuration not stated),96.5,7.1
COC(=O)CN(c1cccc(C(C)=O)c1)S(C)(=O)=O,51.7,0.4
CC(C)c1c(O)nc(SCC(=O)O)[nH]c1=O,·,-4.8
O=C(Nc1cccc(-c2nc3cc(Cl)ccc3o2)c1)C1CCCO1 (configuration not stated),95.4,5.6

# Molecules listed so far that contain a halogen, in the order listed:
SMILES,BAP1 block,HePTP inhibitor
COC(=O)c1c(NC(=O)COc2ccc(Cl)cc2C)sc2c1C(C(=O)OC)CC2 (configuration not stated),72.6,·
CC1=C(C(=O)OCC(C)C)C(c2cc([N+](=O)[O-])ccc2Cl)C2=C(CCCC2=O)N1 (configuration not stated),·,-5.9
O=C1C2C3c4ccccc4C(c4ccccc43)C2C(=O)N1c1ccc(Br)cn1 (configuration not stated),·,-3.9
Clc1ccc(-c2nnc(NC3=NCCCCC3)o2)cc1,100.0,-0.1
COc1ccc(Cl)cc1/C=C1\C(=O)NC(=O)N(c2ccc(Cl)cc2)C1=O,·,-12.9
O=C(N/N=C/c1cc(Br)cc(I)c1O)C(O)c1ccccc1 (configuration not stated),·,-8.3
O=C(Nc1cccc(-c2nc3cc(Cl)ccc3o2)c1)C1CCCO1 (configuration not stated),95.4,5.6

# Remaining list, next part
SMILES,BAP1 block,HePTP inhibitor
CC1CCCC(NC(=O)CSc2ncccc2C(=O)O)C1C (configuration not stated),94.8,6.6
O=C(Cn1c(=O)[nH]c2ccsc2c1=O)N1CCN(c2ccc(F)cc2)CC1,96.8,8.6
COc1ccc(N(CC(=O)Nc2cccc(C(=O)O)c2)S(=O)(=O)c2c(C)noc2C)cc1,110.5,0.9
Cc1nnc(SCC(=O)Nc2ccc(S(=O)(=O)N3CCCC3)cc2)n1N,100.1,-8.6
CCc1cccc(NC(=O)C2CC=CCC2C(=O)O)c1 (configuration not stated),·,32.9
O=C(N1CCCCC1)C1(c2ccccc2)CCOCC1,110.1,6.7
CC(C)(C)Cc1nc(-c2ccccn2)no1,132.3,-2.6
O=C(Nc1ccccc1C(=O)NCc1ccccc1)c1ccco1,103.4,3.4
CCc1ccccc1N(CC(=O)Nc1ccc2ccccc2c1)S(C)(=O)=O,·,7.9
CN(C)S(=O)(=O)c1cccc(C(=O)OCC(=O)Nc2ccccc2OC(F)F)c1,128.7,8.9
O=C(C1=C(O)C(=O)N(CC2CCCO2)C1c1cccnc1)c1ccco1 (configuration not stated),81.9,6.5
Cc1cc(C)n(CC2CC(=O)N(c3cc(Cl)cc(Cl)c3)C2=O)n1 (configuration not stated),129.7,8.6
COc1cc(C(=O)NCC(c2ccco2)N2CCCC2)ccc1OCc1c(C)noc1C (configuration not stated),·,-7.8
COc1ccc(C(=O)C(CN2CCOCC2)c2ccccc2)cc1F (configuration not stated),104.1,6.2
O=C(COc1ccccc1)NCC1CCCO1 (configuration not stated),·,-14.2
CCn1c(=O)cc(OCC(=O)Nc2ccccc2N2CCN(C)CC2)c2ccccc21,96.4,1.6
NS(=O)(=O)c1ccc(CNC2CC(=O)N(c3ccc(I)cc3)C2=O)cc1 (configuration not stated),·,2.3
Cc1ccc(S(=O)(=O)n2cnc3ccccc32)cc1C,123.1,·
O=c1c2ccccc2[nH]c(=S)n1CCN1CCN(Cc2ccccc2)CC1,111.3,8.6
Cc1cc(NC(=O)C2CCCN(S(=O)(=O)c3c(C)noc3C)C2)no1 (configuration not stated),96.4,5.5
Nc1nc(O/N=C/c2ccc([N+](=O)[O-])cc2)nc(N2CCOCC2)n1,·,-15.8
N#Cc1c(-c2ccccc2)no[n+]1[O-],91.0,·
COc1ccc(OC)c2c1CCC2=O,130.1,7.0
O=S(=O)(c1ccccc1C(O)(c1ccccc1)c1ccccc1)c1ccccc1C(O)(c1ccccc1)c1ccccc1,·,6.0
Cc1ccc2cc(C#N)c(NCc3ccco3)nc2c1,126.5,4.5
Cc1cc(C)c2[nH]c(O)c(N=NC(N)=S)c2c1,·,-15.1
CC1CCCC(C)N1Cc1cn2ccccc2n1 (configuration not stated),102.5,8.5
Cc1cc(C)n(-c2cc(NCc3ccccc3)nc(-c3ccccc3)n2)n1,·,5.9
Cc1onc(-c2ccccc2)c1C(=O)Nc1ccc(OC(C)C)cc1,98.7,8.1
CC1(N2CCCCC2)CC2(O)C(=[N+]1[O-])CCC/C2=N\O (configuration not stated),104.2,6.3
CC1=C(C(=O)Nc2ccc(F)cc2)C(c2cccc(C)c2)n2nc(CCCO)nc2N1 (configuration not stated),92.0,9.7
CCCCN=CC1=C(O)C(C(=O)OC)C(C)(C)CC1=O (configuration not stated),94.9,5.2
CC(C)(C)c1ccc(Cn2nnc3c(=O)[nH]c(C4CCCN(C(=O)Cc5cccs5)C4)nc32)cc1 (configuration not stated),115.1,4.9
CCOc1ccc(NC(=O)C2C3CCC(C3=C(C)C)C2C(=O)O)cc1 (configuration not stated),·,2.9
COc1ccc(CNC(=O)CN(c2cc(C)cc(C)c2)S(=O)(=O)c2c(C)noc2C)cc1,82.2,5.8
CC(=O)NC1CSCC1OC(C)=O (configuration not stated),101.2,-7.4
CCOC(=O)N1CCN(C(=O)CCc2c(C)nc3c(c(C)nn3-c3ccc(C)c(C)c3)c2C)CC1,123.4,13.1
O=C(O)c1ccc(CSc2ncccn2)cc1,·,-12.7
O=C(Nc1nnc(-c2ccccc2)o1)Nc1ccccc1Cl,81.4,7.0
CCOc1cc(N2CCOCC2)c(OCC)cc1NC(=O)Cc1ccc(OC)c(OC)c1,127.2,3.9
CCCN(CCC)C(=O)c1cccc([N+](=O)[O-])c1C,·,1.1
CC(C(=O)NC1CCCC1)N(Cc1ccco1)C(=O)c1snc(C(=O)NC2CCCC2)c1N (configuration not stated),·,2.3
COc1ccc(C(=O)Nc2cc(Cl)ccc2Cl)cc1NC(=O)COc1ccc(F)cc1,·,-15.2
CC1=C(C(=O)Nc2ccc(C)cc2)C(c2ccc(C(C)C)cc2)NC(=S)N1 (configuration not stated),·,-6.0
COc1cc2c(cc1OC)C(SC)=NC1(CCCC1)C2,·,5.1
CCCOc1ccc(C(=O)Nc2ccc(N3CCN(C(C)=O)CC3)cc2)cc1,82.0,-2.5
COC(=O)Cn1c(C)c(C(C)=O)c(C(C)=O)c1C,96.6,-0.3
C=CCN1C(=O)/C(=C\c2ccccc2C)SC1=S,·,-1.8
COc1c(C)cc(Br)cc1C(=O)Nc1ccc(N2CCN(S(C)(=O)=O)CC2)cc1,54.4,2.2
Cc1ccc(NC(=O)c2ccn(C(=O)c3cccc(I)c3)n2)c(C)c1,·,2.7
COc1ccc(C2=C/C(=C\c3ccc4c(c3)OCO4)C(=O)O2)cc1,·,32.7
CC(=O)N1CCc2cc(Br)cc(S(=O)(=O)NCC3CCCO3)c21 (configuration not stated),74.2,-8.6
O=C(Nc1ccc(N2CCN(C(=O)c3ccco3)CC2)c(Cl)c1)c1c(F)c(F)c(F)c(F)c1F,17.5*,-0.1
C=C(C)c1cccc(C(C)(C)NC(=O)N2CC(C)OC(C)C2)c1 (configuration not stated),88.0,-3.6
N#Cc1cccc(-c2cn(S(=O)(=O)c3ccc(Cl)cc3)nc2N)c1,57.4,3.6
COc1cc(NC(=O)Cn2nnc(-c3ccncc3)n2)cc(OC)c1,90.6,10.7
COC(=O)c1cc(OC)c(OC)cc1NC(=O)c1cc(C)on1,200.4,-2.8
N#CC1=C(SCc2ccccc2)NC(=O)CC1c1cccc(O)c1 (configuration not stated),88.4,4.5
CCC(=O)c1ccc(N2CCN(C(C)=O)CC2)c(F)c1,·,-1.8
Clc1ccc(C2NN=C(c3ccccc3)S2)cc1 (configuration not stated),·,5.7

# Rewritten with bars between the fields: five of the compounds above.
SMILES | BAP1 block | HePTP inhibitor
Cc1nnc(SCC(=O)Nc2ccc(S(=O)(=O)N3CCCC3)cc2)n1N | 100.1 | -8.6
CCc1cccc(NC(=O)C2CC=CCC2C(=O)O)c1 (configuration not stated) | · | 32.9
O=C(N1CCCCC1)C1(c2ccccc2)CCOCC1 | 110.1 | 6.7
CC(C)(C)Cc1nc(-c2ccccn2)no1 | 132.3 | -2.6
O=C(Nc1ccccc1C(=O)NCc1ccccc1)c1ccco1 | 103.4 | 3.4

# (listing goes on)
SMILES,BAP1 block,HePTP inhibitor
CC1(C)CC(=O)C(C=NCCc2ccc(O)cc2)=C(O)C1,96.7,1.3
CCn1nnc(NC(=O)c2cccc(-c3cc4ccccc4oc3=O)c2)n1,73.5,1.1
CNC(=O)N(c1ccccc1)c1ccccc1,96.7,·
O=C(NCc1ccco1)c1nc2ccccc2s1,·,3.5
O=C(c1ccncc1)N1CCN(Cc2ccccc2)CC1,·,11.2
Cc1nn(-c2ccccc2)c2c1C(c1ccncc1)C(C#N)=C(N)O2 (configuration not stated),84.5,-2.4
CCN(CC)c1ccc(C2C(C(=O)Nc3ccccn3)=C(C)NC3=C2C(=O)CC(C)(C)C3)cc1 (configuration not stated),74.4,4.0
CC1CCc2c(sc(NC(=O)/C=C/c3ccc4c(c3)OCO4)c2C(N)=O)C1 (configuration not stated),·,6.8
Cc1ccc(-n2c(SCC(=O)Nc3nccs3)nc3c(c2=O)SCC3)cc1,·,10.2
COc1ccc(NC(=S)NCc2ccc(F)cc2)cc1,·,3.2
COc1ccc(/C=C/C(=O)n2cc(C)nc2C)cc1OC,·,-11.3
CC(C)NCC(O)COc1ccccc1C(C)(C)C (configuration not stated),·,-12.6
COc1ccc(N(CC(=O)Nc2ccc3ccccc3c2)S(=O)(=O)c2ccc(C)cc2)cc1,·,2.3
COC(=O)c1ccc2c(c1)nc(C)n2CCO,104.8,9.8
Cc1cccc(Nc2ccccc2C(=O)OCC(=O)N2CCOCC2)c1C,95.2,5.0
CCOC(=O)c1sc(=NC(=O)c2ccc(OC)c(OC)c2)n(C)c1C,46.0*,9.2
OC1(c2cccc(C(F)(F)F)c2)CCN(c2ccc(-c3ccccc3)nn2)CC1,92.2,17.7
COc1ccc(NC(C)=O)cc1NC(=O)CN1CCN(CC(=O)Nc2ccc(Cl)cc2)CC1,117.8,10.5
Cc1cccc(C2=N/C(=C\c3ccccc3OS(=O)(=O)c3ccccc3)C(=O)O2)c1,·,-1.1
COc1ccc(NS(=O)(=O)c2cccc(C(=O)O)c2)cc1,114.2,4.7
COc1ccc(C(=O)N2CCN(C3CC4CCC3C4)CC2)cc1 (configuration not stated),·,-3.2
CCOc1ccc(NC(=O)CSc2n[nH]c(=O)n2-c2ccccc2)cc1,113.1,10.5
COc1ccccc1/C=C1/SC(=Nc2ccc(F)cc2)NC1=O,·,1.0
COc1ccc(CCNC(=O)COc2ccccc2OC)cc1,·,-5.3
Cc1ccc(S(=O)(=O)Cc2ccc(C(=O)N3CCN(Cc4ccccc4)CC3)o2)cc1,86.0,9.9
COc1ccccc1OCc1nc(Cc2ccc(Cl)cc2)no1,98.5,6.9
Cc1occc1-c1nnc(SCC(=O)N2CCOCC2)n1Cc1ccco1,106.3,9.4
Cc1ccc(C(O)(C(=O)NCCO)c2ccc(C)cc2)cc1,·,9.1
CC(=O)c1c(N)n(C)c(=O)n(C)c1=O,96.0,-1.0
COc1ccc(OC)c(NC(=O)C2C3C4CCC(C4)C23)c1 (configuration not stated),·,-5.5
CC1CCN(C(=O)c2ccc(Cl)cc2Cl)CC1,·,7.8
CCc1[nH]nc2c1C(c1cccnc1)C(C#N)=C(N)O2 (configuration not stated),54.7,-1.1
CN(C)CCCNC(=O)c1ccccc1Cl,·,-3.0
CCOC(=O)c1cc(CC)sc1NC(=O)COC,78.8,8.7
CCc1nn2c(N)c(C=C3C=CC(=O)C=C3)c(=O)nc2s1,·,-4.8
O=C(Nc1cccc(Cl)c1)c1ccc(C(=O)Nc2cccc(Cl)c2)cc1,·,-21.7
Cn1c(=O)c2c(ncn2CC(=O)Nc2cccc3ccccc23)n(C)c1=O,·,5.4
CN1CCN(CCCNC(=O)Nc2cccc3ccccc23)CC1,90.9,-6.0
O=C1NC(=S)/C(=C\c2ccc(-c3ccc([N+](=O)[O-])cc3)o2)S1,·,49.2

# Screens from PubChem BioAssay.
